Source: PubChem BioAssay
SMN2 splice enh = SMN2 splice variant enhancement; HEK293 SMN2-luciferase splicing reporter, luminescence, 30-36 h; Potency, µM (highest dose often 46.1 µM), inactives show top-dose activity change, positive = activation, actives largely listed as activators; 210,000 tested, 2.8% active; AID 1458; note: % of control where 0% means no effect; nearly all actives have a fitted effect of over 55% in size
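HEK293 cells carry an SMN2 minigene-luciferase reporter in which exon 7 inclusion puts luciferase in frame. Cells were seeded at 2000 cells/well, attached for 10-12 hours, then exposed to compounds for 30-36 hours at 37C before ONE-Glo luminescence.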
JMJD2E inh = blocks human JMJD2E demethylase activity; B2RXH2; JMJD2E catalytic domain, FDH-coupled NADH fluorescence (FDH is formaldehyde dehydrogenase); Potency, µM (series often up to 57.1 µM), without a hit: at the top dose activity change, negative = inhibition, actives largely listed as inhibitors; 230,000 tested, 1.6% active; AID 2147; active = well fitted inhibition curve with a large enough effect, not every such curve was filed as active; inconclusive = small, poorly fitted or top-dose-only effect, or another doubt; inactive = no such curve, though single readings can be large or run the other way;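 note: 0% = wells with enzyme and -100% = buffer wells without enzyme; nearly all actives have a fitted effect of over 50% in size; many of its hits are not listed in these tables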
Target sequence (B2RXH2 1-337 limits assumed): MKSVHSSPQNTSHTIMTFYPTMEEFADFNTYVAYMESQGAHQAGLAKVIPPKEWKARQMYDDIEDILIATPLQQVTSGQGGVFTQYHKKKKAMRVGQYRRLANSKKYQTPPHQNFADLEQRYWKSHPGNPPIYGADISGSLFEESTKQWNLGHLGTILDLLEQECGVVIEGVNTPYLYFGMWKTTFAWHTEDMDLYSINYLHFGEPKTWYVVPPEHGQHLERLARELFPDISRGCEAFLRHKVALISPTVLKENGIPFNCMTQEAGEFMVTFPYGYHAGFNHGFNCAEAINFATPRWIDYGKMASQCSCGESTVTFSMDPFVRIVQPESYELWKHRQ
HttQ103 aggreg = reduces HttQ103-GFP aggregates in PC12 cells; PC12 HttQ103-GFP aggregates, Acumen cytometry, 40 h; Potency, µM (titrated, usually from 46.1 µM), inactives show at the highest dose activity change, negative = inhibition, hits mostly inhibitors; 220,000 tested, 1.1% active; note: % is set by controls: 0 for no effect and ±100 for the full control effect; nearly all actives have a fitted effect of over 60% in size
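Aggregates are detected as GFP objects 1–25 µm with signal 6 STDEV over background in lysates of induced PC12 cells. These carry Huntingtin exon 1 with 103 glutamines fused to GFP under an ecdysone promoter; compounds titrated.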
Tau fibril ThT = tau fibrillization inhibition (ThT binding) | AID 1460 | recombinant tau K18 P301L, heparin-induced fibrillization, ThT fluorescence | P10636 | Potency, µM (highest dose often 57.4 µM), inactives show at the highest dose activity, negative = inhibition, actives largely listed as inhibitors | 270,000 tested, 2.1% active; note: % is set by controls: 0 for no effect and ±100 for the full control effect; nearly all actives have a fitted effect of over 55% in size
Target sequence (P10636 561-689 P618L limits assumed): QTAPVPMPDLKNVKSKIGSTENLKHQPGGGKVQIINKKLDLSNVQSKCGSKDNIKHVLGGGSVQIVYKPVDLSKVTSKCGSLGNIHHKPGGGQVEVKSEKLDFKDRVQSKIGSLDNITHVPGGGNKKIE
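ThT emission at 510 nm, taken 1 hr after adding 30 uM dye, quantifies aggregates formed when 20 uM heparin acts on human tau K18 P301L for 6 hr at 37 C.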
ALDH1A1 inh = ALDH1A1 (human) enzyme inhibition; Purified ALDH1A1, NADH fluorescence, propionaldehyde substrate; AID 1030; Potency, µM (series often up to 75.3 µM), without a hit: top-dose activity, negative = inhibition, usual class: inhibitors; 220,000 tested, 7.3% active; active = well fitted inhibition curve with a large enough effect, not every such curve was filed as active; inconclusive = small, poorly fitted or top-dose-only effect, or another doubt; inactive = no such curve, though single readings can be large or run the other way;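 note: plate controls were no enzyme wells and a reference inhibitor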
Target sequence (P00352 whole entry, looked up): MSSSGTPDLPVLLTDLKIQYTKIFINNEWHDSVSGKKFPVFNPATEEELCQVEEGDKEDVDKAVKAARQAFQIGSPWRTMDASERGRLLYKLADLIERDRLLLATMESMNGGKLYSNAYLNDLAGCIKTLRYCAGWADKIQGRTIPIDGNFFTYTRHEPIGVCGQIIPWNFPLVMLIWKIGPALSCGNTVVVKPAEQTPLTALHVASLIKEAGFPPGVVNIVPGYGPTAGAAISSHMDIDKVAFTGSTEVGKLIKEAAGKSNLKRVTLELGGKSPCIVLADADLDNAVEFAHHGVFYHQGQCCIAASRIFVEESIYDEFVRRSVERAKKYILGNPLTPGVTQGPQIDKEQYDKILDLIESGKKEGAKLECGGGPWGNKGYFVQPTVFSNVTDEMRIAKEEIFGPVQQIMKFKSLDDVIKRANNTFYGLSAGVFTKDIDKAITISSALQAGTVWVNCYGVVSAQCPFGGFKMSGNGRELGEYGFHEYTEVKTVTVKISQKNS
Tau fibril FP = tau fibrillization inhibition (FP); P10636; K18 P301L tau heparin fibrillization, Alexa594 FP, 6 h; Potency, µM (series often up to 57.7 µM), inactives show at the highest dose activity, negative = inhibition, usual class: inhibitors; 280,000 tested, 0.39% active; AID 1468; note: % is set by controls: 0 for no effect and ±100 for the full control effect; nearly all actives have a fitted effect of over 55% in size
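Recombinant K18 P301L […], labeled with Alexa 594 at 0.24 uM over 15 uM unlabeled; heparin inducer 20 uM final; 37 C, 6 hr; FP endpoint.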
Tau fluor counter = counter-screen for tau fibril formation inhibitors. AID 1463. Potency, µM (series often up to 57.7 µM), for inactives: at the highest dose activity change, negative = decrease. tau K18 P301L (four-repeat tau fragment) Alexa594 fluorescence, heparin fibrillization. 280,000 tested, 0.93% active; note: % is set by controls: 0 for no effect and ±100 for the full control effect; nearly all actives have a fitted effect of over 55% in size
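Human K18 P301L tau (15 uM unlabeled plus 0.24 uM Alexa 594-labeled, final) in 100 mM sodium acetate pH 7 was mixed with compound and 20 uM heparin and incubated 6 hr at 37 C.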
HTT ATP protect = cytoprotection in Huntington HTT-Q103 PC12 cell model | PC12 HTT-Q103 induced, cytoprotection, ATP luminescence, 40 h | Potency, µM (doses to about 56.4 µM), inactives show cytoprotection (ATP increase), hits mostly activators | 230,000 tested, 0.14% active;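 note: % of control where 0% means no effect; nearly all actives have a fitted effect of over 45% in size; toxic huntingtin expression switched on by the ecdysone agonist tebufenozide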
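Huntington model: PC12 line, ecdysone-inducible HTTQ103 exon1–GFP, tebufenozide 100 nM. Test articles in a dose series. Endpoint luminescence from cellular ATP.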
The depositor's hits bear a star; ? = inconclusive; . = not tested or not shown; & = joins results of further samples; [ ] = dose if it differs, or a comment. Unless noted, calls come from the whole dose curve; as a rule, active = well fitted curve in the direction sought with a large enough effect; inconclusive = small, poorly fitted or top-dose-only effect, or another doubt; inactive = no such curve, though single readings can be large; an effect the other way counts as inactive or inconclusive. Potency is the fitted concentration of half-maximal effect. Not all compounds are listed (hit frequency here may not be typical).

#1 COc1ccc(C)cc1-n1nnnc1SCc1cn2ccsc2n1
#2 O=C(NCC12CC3CC(CC(C3)C1)C2)c1cc2nc(-c3ccccc3)cc(C(F)(F)F)n2n1
#3 COc1ccccc1Nc1c2c(nc3ccc(N)cc13)CCCC2
#4 Cc1c(NC(=O)c2ccc(C(C)(C)C)cc2)cccc1[N+](=O)[O-]
#5 Cc1ccc(C)c(NC(=S)/C(=C(\[O-])c2ccc(Cl)s2)[n+]2ccccc2)c1
#6 CSc1oc(-c2ccc(F)cc2)nc1S(=O)(=O)c1ccccc1
#7 CCOC(=O)c1c(NC(=O)/C=C/c2ccc3c(c2)OCO3)sc(C)c1CC
#8 CC(Oc1ccccc1)C(=O)Nc1cccc(F)c1 (stereo unspecified)
Assay by compound	1	2	3	4	5	6	7	8
SMN2 splice enh	-10%	2%	.	16µM*	-13%	-2%	-8%	32%
JMJD2E inh	-4%	.	-8%	3%	-8%	0%	?	0%
HttQ103 aggreg	-6%	.	0%[9.22 µM]	-13%	-8%	-4%	-2%	-1%
Tau fibril ThT	-5%	-16%	.	-16%	?	4%	?	0%
ALDH1A1 inh	14µM*	.	.	0%	?	28µM*	-2%	-3%
Tau fibril FP	1%	-4%	6%	5%	-6%	1%	-11%	13%
Tau fluor counter	-13%	-22%	-24%	-24%	-15%	3%	-17%	9%
HTT ATP protect	-31%	.	2%[10 µM]	8%[10 µM]	-1%[10 µM]	-11%[10 µM]	-13%	-5%

#9 Cc1ccc(C(=O)Nc2cnc3ccccn3c2=O)cc1
#10 C#CCN1C(=O)C(O)(CC(=O)c2ccc(OC)c(OC)c2)c2ccccc21 (stereo unspecified)
#11 O=C(NCC1CCCO1)c1coc2nc3ccccc3nc12 (stereo unspecified)
#12 COc1ccc(-n2nc3c(c2NC(=O)C2CC2)CS(=O)C3)cc1 (stereo unspecified)
#13 Cc1ccccc1CSCCNC(=O)CN(c1ccc2c(c1)OCO2)S(C)(=O)=O
#14 Cc1nn(-c2ccccc2)cc1/C=N/NC(=O)c1cccs1
#15 COn1c2c(c3c4no[n+]([O-])c4ccc31)CCCC2
#16 CCC(=O)Nc1ccc(NC(=O)c2c(C)nc3ccccn23)cc1
Assay by compound	9	10	11	12	13	14	15	16
SMN2 splice enh	11µM*	-6%	5%	-1%	-36%[inhibitor]	.	-22%	7%
JMJD2E inh	-1%	-8%	?	0%	-4%	-2%	1%	1%
HttQ103 aggreg	-9%	-5%	25%	5%	-14%	11%[9.22 µM]	-16%	3%
Tau fibril ThT	?	-10%	-10%	-2%	1%	4%	?	?
ALDH1A1 inh	?	0.35µM*	?	-3%	-8%	.	-5%	6%
Tau fibril FP	3%&0%	4%	?	-5%	8%	1%	2%	1%
Tau fluor counter	1%&-8%	-5%	-9%	2%	-6%	0%	-17%	-7%
HTT ATP protect	-28%	-24%	9%	-1%	-8%	6%[10 µM]	3%[10 µM]	-15%

Some entries already given with just Tau fluor counter, Tau fibril FP and JMJD2E inh.
no.	structure	Tau fluor counter	Tau fibril FP	JMJD2E inh
10	C#CCN1C(=O)C(O)(CC(=O)c2ccc(OC)c(OC)c2)c2ccccc21 (stereo unspecified)	-5%	4%	-8%
11	O=C(NCC1CCCO1)c1coc2nc3ccccc3nc12 (stereo unspecified)	-9%	?	?

Next part.
#17 COc1ccc(C2NC(=O)NC(O)(C(F)(F)F)C2C(=O)c2ccccc2)cc1OC (stereo unspecified)
#18 CNC(=O)NC(=O)C(OC(=O)c1cccc(S(=O)(=O)N2CCCCC2)c1)c1ccccc1 (stereo unspecified)
#19 O=C(CSc1nc2ccccc2c(=O)n1C1CC1)NCc1ccccc1
#20 CC1CCC(NC(=O)c2cc3c(Cl)nc4ccccc4c3s2)CC1 (stereo unspecified)
#21 COc1ccc(NS(=O)(=O)c2cc(C)ccc2C)cc1
#22 O=P(O)(CCc1ccncc1)CN1CCCCC1
#23 Cc1c(C(=O)Nc2ccccc2)cn2c(nc3ccccc32)c1C#N
#24 CCSc1nnc(NC(=O)NC(CC)(C(F)(F)F)C(F)(F)F)s1
Assay by compound	17	18	19	20	21	22	23	24
SMN2 splice enh	6%	-13%[1.84 µM]	-12%	-3%	-33%[inhibitor]	12%	-4%	-23%
JMJD2E inh	-2%	5%	1%	.	3%	6%	?	-4%
HttQ103 aggreg	-12%	?	-11%	.	17%	-5%	-18%	?
Tau fibril ThT	-10%	-7%	-4%	-2%	-4%	0%	-1%	-6%
ALDH1A1 inh	32µM*	?	-27%	.	0.56µM*	21%	?	7%
Tau fibril FP	1%	?	-6%	1%	2%	-4%	-16%	-8%
Tau fluor counter	-6%	-6%	-7%	-10%	-11%	-4%	0%	-19%
HTT ATP protect	-7%	11%[10 µM]	-2%	.	-34%	-3%	-3%[0.074 µM]	-64%[inhibitor]

#25 COc1cccc(-n2c(N)c(-c3nc4ccccc4[nH]3)sc2=S)c1
#26 [O-][n+]1onc2c3ccnnc3ccc21
#27 Cc1ccc(S(=O)(=O)/N=C2/C=C(C3C(=O)CC(C)(C)CC3=O)C(=O)c3ccccc32)cc1
#28 CCOC(=O)C1(Cc2ccc(OC)cc2)CCN(C(=O)C2=CCCC2)CC1
#29 CCSc1nc(N)c2c(C)c(C)sc2n1
#30 CC(C)(C)Nc1nc(NC(C)(C)C)nc(-n2ccnc2)n1
#31 Cc1cccc(OCCCC(=O)Nc2ccc(N(C)C)cc2)c1
#32 CN(C)c1ccc(NC(=S)N2CCN(c3ncc(C(F)(F)F)cc3Cl)CC2)cc1
Assay by compound	25	26	27	28	29	30	31	32
SMN2 splice enh	-17%	.	-20%	1%	17%	20%	0%	.
JMJD2E inh	-2%	2%	?	-10%	1%	14%	-3%	-19%
HttQ103 aggreg	30%	-1%	?	4%[9.22 µM]	1%	-5%	-8%	7%[9.22 µM]
Tau fibril ThT	7.9µM*	-12%	8.9µM*	-15%	-1%	-2%	13µM*	?
ALDH1A1 inh	28µM*	1%	?	2%	7%	-9%	?	-5%
Tau fibril FP	13%	-12%	22µM*	-3%	-2%	-2%	16%	?
Tau fluor counter	16µM*[quencher]	-9%	8.9µM*[quencher]	-9%	-1%	-2%	-23%	-26%
HTT ATP protect	-86%[inhibitor]	3%	-60%[inhibitor]	-3%[10 µM]	-20%[10 µM]	20%[1.9 µM]	-13%[10 µM]	16%[10 µM]

A draw from above in order of heavy-atom count, highest first:
#32 CN(C)c1ccc(NC(=S)N2CCN(c3ncc(C(F)(F)F)cc3Cl)CC2)cc1
#28 CCOC(=O)C1(Cc2ccc(OC)cc2)CCN(C(=O)C2=CCCC2)CC1
#30 CC(C)(C)Nc1nc(NC(C)(C)C)nc(-n2ccnc2)n1
Assay by compound	32	28	30
SMN2 splice enh	.	1%	20%
JMJD2E inh	-19%	-10%	14%
HttQ103 aggreg	7%[9.22 µM]	4%[9.22 µM]	-5%
Tau fibril ThT	?	-15%	-2%
ALDH1A1 inh	-5%	2%	-9%
Tau fibril FP	?	-3%	-2%
Tau fluor counter	-26%	-9%	-2%
HTT ATP protect	16%[10 µM]	-3%[10 µM]	20%[1.9 µM]

Some values from above:
HTT ATP protect result of cpd 27 reads -60%[inhibitor]
Tau fibril FP result of cpd 31 reads 16%

Later entries.
#33 NC(=O)COC(=O)CCSc1ccc(Cl)cc1
#34 Cc1cc(C(=O)NNc2ccc(C(C)C)cc2)n(C(C)(C)C)n1
#35 CCCCC(C(=O)N/N=C/c1ccccn1)C(=O)N/N=C/c1ccccn1
#36 S=c1[nH]nc(-c2ccc(Cl)cc2)n1Cc1ccccc1
#37 COC(=O)C(Cc1ccccc1)NC(=O)CSc1nc(N)cc(=O)[nH]1 (stereo unspecified)
#38 Cc1cc(C)nc(N2CCC(C(=O)O)CC2)n1
#39 O=C(COc1ccccc1)c1cn(CC(=O)N2CCOCC2)c2ccccc12
#40 O=C(NNS(=O)(=O)c1ccc(F)cc1)C1CCN(S(=O)(=O)c2ccccc2)CC1
Assay by compound	33	34	35	36	37	38	39	40
SMN2 splice enh	8%	.	.	0%	11%	-6%	?	19%
JMJD2E inh	9%	1%	-24%	-3%	-2%	?	1%	2%
HttQ103 aggreg	?	-1%[9.22 µM]	7%[9.22 µM]	-17%	4%	-13%	-18%	12%
Tau fibril ThT	0%	.	-13%	?	-12%	-1%	-1%	-10%
ALDH1A1 inh	15%	.	-2%	11µM*	4%	-1%	-10%	-9%
Tau fibril FP	3%	1%	0%	11%	-4%	0%	?	4%
Tau fluor counter	-1%	-6%	-8%	-15%	-7%	-2%	2%	-5%
HTT ATP protect	14µM*	10%[10 µM]	16%[10 µM]	-7%[10 µM]	2%	-28%[10 µM]	-7%	-23%

#41 Cc1ccc([C@H]2C(C#N)=C(N)Oc3cc(C)oc(=O)c32)o1
#42 CC1CCCN(c2ccc([N+](=O)[O-])cc2C(=O)c2ccccc2)C1 (stereo unspecified)
#43 Cn1c(Cn2c(=O)sc3ccccc32)nnc1SCC(=O)NCc1ccccc1
#44 COC(=O)C1=C(N)Oc2cc(C)n(Cc3cccnc3)c(=O)c2C1c1ccccc1OC (stereo unspecified)
#45 Cc1ccc(-n2ncc3c(=O)n(Cc4ccccn4)cnc32)cc1C
#46 COc1ccc(CC(=O)NNC(=O)CCc2ccccc2)cc1
#47 COC(=O)C1C(=O)C2=C(CC1C)NC(=O)CC2c1ccc(O)c(OC)c1 (stereo unspecified)
#48 C/C(=N\Nc1ccccn1)c1ccc(C(C)C)cc1
Assay by compound	41	42	43	44	45	46	47	48
SMN2 splice enh	-2%	-37%[inhibitor]	2%	16%	-1%	2%	-16%	?
JMJD2E inh	?	-1%	3%	-11%	?	13%	-2%	-21%
HttQ103 aggreg	-8%	?	-18%	8%	-10%	.	-5%	-28%
Tau fibril ThT	?	?	1%	-14%	-2%	-6%	-3%	?
ALDH1A1 inh	?	?	8%	?	?	5%	7%	3%
Tau fibril FP	-6%	5%	3%	-3%	3%	-1%	-1%	2%
Tau fluor counter	-15%	?	3%	4%	1%	-1%	1%	-25%
HTT ATP protect	-32%[inhibitor]	-73%[inhibitor][10 µM]	38%[10 µM]	1%	3%	.	-14%	-61%[inhibitor]
